IP6K1 inh: Primary qHTS assay for small molecule inhibitors of Inositol hexaphosphate kinase 1 (IP6K1) | Inositol hexakisphosphate kinase 1 (Homo sapiens), Q92551 | IP6K1 kinase, ADP-Glo luminescence, 2 h; hits give low values | activity change, % (series mostly up to about 58 µM) | 140,000 compounds, 0.81% hits; in the data active = activity change below about -25%
Target sequence (Q92551 whole entry, looked up): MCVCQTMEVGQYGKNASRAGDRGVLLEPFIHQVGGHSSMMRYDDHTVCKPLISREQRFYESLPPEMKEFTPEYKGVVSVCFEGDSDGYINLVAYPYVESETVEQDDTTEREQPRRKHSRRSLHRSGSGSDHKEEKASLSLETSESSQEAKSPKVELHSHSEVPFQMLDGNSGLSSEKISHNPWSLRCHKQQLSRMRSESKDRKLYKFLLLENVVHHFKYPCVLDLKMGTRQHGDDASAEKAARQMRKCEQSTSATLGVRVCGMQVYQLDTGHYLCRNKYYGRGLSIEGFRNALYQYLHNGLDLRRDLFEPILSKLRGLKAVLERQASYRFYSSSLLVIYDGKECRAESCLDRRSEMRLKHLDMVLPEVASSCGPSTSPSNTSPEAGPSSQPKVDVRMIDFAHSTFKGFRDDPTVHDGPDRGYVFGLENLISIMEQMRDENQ
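ADP-Glo luminescence measures ADP made by human IP6K1 during a 2 h RT reaction with ATP/IP6 (mix at 1.3 mM/130 uM); top library doses 57.5 and 19.1 uM final.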
HEK293 tox: Cytotoxic Profiling in HEK 293 Cell Line of Diverse Libraries Using Quantitative High-Throughput Screening; HEK 293 viability, ATP luminescence (CellTiter-Glo), 48-72 h; Potency, µM (highest dose often 115 µM), inactives show at the highest dose activity change, negative = cytotoxicity, hits mostly inhibitors; 94,000 compounds, 6.6% hits; AID 1345083, 2018; also: potency is read from the fitted curve at half-maximal effect; nearly all actives have a fitted effect of over 60% in size
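HEK 293 cells seeded at 250 cells/well were exposed to compound for 48 or 72 hr at 37 degree Celsius. Viability taken as ATP content by CellTiter-Glo luminescence.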
SNCA viab count: GF-AFC viability counterscreen for inhibitors of alpha-synuclein gene (SNCA) expression | HEK-293-SNCA-luc viability, GF-AFC fluorescence, 24 h | Potency, µM (titrated, usually from 57.1 µM), for inactives: top-dose activity change, negative = cytotoxicity, actives largely listed as cytotoxic | 150,000 compounds, 0.12% hits | AID 1671193, 2021;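 also: potency is read from the fitted curve at half-maximal effect; 0% = DMSO-treated cells and -100% = medium-only wells without cells; nearly all actives have a fitted effect of over 30% in size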
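HEK-293-SNCA-luc cells (1500/well) plated 24 h, then exposed 24 h to a dilution series; GF-AFC added 30 min at 37C, fluorescence 405/540 nm; normalised to medium-only and DMSO wells, Hill fit.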
3T3 cytotox: Cytotoxic Profiling in NIH 3T3 Cell Line of Diverse Libraries Using Quantitative High-Throughput Screening; NIH 3T3 viability, CellTiter-Glo ATP luminescence, 48-72 h; Potency, µM (top dose mostly 96.7 µM), inactives show at the top dose activity change, negative = cytotoxicity, usual class: inhibitors; 94,000 compounds, 4.3% hits; AID 1345082, 2018; also: potency is read from the fitted curve at half-maximal effect; nearly all actives have a fitted effect of over 55% in size
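Luminescent ATP readout (CellTiter-Glo, 10 min RT) after 48 or 72 hr compound exposure of NIH 3T3 cells seeded at 400 cells/well in 1536-well format; quantitative HTS.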
FLuc inh: Firefly luciferase inhibition profiling of diverse chemical library using quantitative high-throughput screening; Luciferin 4-monooxygenase (Photinus pyralis), P08659; purified P. pyralis luciferase, luminescence, biochemical; Potency, µM (titrated, usually from 115 µM), without a hit: top-dose activity change, negative = inhibition, usual class: inhibitors; 76,000 compounds, 2.5% hits; AID 1347043, 2019; also: potency is read from the fitted curve at half-maximal effect; nearly all actives have a fitted effect of over 65% in size
Target sequence (P08659 whole entry, looked up): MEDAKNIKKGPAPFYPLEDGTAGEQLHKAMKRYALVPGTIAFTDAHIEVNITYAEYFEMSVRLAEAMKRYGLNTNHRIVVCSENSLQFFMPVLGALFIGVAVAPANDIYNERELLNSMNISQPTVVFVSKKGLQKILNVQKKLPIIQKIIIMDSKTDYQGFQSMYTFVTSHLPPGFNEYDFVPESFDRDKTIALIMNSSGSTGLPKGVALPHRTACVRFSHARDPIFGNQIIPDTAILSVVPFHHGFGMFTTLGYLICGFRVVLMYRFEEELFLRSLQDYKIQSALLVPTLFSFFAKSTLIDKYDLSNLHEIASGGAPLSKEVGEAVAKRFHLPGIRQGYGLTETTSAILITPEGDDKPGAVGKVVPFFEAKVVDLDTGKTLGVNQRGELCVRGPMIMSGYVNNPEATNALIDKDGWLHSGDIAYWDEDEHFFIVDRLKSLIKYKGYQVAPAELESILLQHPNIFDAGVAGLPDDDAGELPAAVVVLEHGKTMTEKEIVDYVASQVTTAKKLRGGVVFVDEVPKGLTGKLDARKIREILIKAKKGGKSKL
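Purified 10nM P. pyralis luciferase with 10uM D-luciferin and 10uM ATP in 50mM Tris acetate pH 7.5, 10mM Mg acetate, 0.01% Tween-20, 0.05% BSA. qHTS titration; luminescence read by CCD imager.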
SNCA expr inhib: Primary qHTS assay for inhibitors of alpha-synuclein gene (SNCA) expression; HEK-293 SNCA-luciferase knock-in, luminescence, 24 h; Potency, µM (doses to about 57.2 µM), for inactives: at the top dose activity change, negative = inhibition, usual class: inhibitors; 140,000 compounds, 0.17% hits; AID 1671194, 2021;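 also: potency is read from the fitted curve at half-maximal effect; plate controls were DMSO cells for no effect and cell-free wells for full effect; nearly all actives have a fitted effect of over 45% in size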
GPT2 inhibitor: Primary qHTS assay for inhibitors of Glutamate pyruvate transaminase 2 (GPT2). Recombinant GPT2, coupled pyruvate oxidase/HRP Amplex Red fluorescence. Potency, µM (top dose mostly 57.7 µM), without a hit: top-dose activity change, negative = inhibition, hits mostly inhibitors. Alanine aminotransferase 2 (Homo sapiens), Q8TD30. 100,000 compounds, 0.25% hits; also: potency is read from the fitted curve at half-maximal effect; nearly all actives have a fitted effect of over 60% in size; many of its hits are not listed in these tables
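Recombinant GPT2 (10ng/uL) with 250uM a-KG and 2mM L-alanine, 30 min at room temperature, in HEPES pH 7.5 buffer. Pyruvate detected by pyruvate oxidase/HRP/Amplex Red fluorescence after 30 min in the dark; AOA (50uM) as positive control.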
* marks the source's active call; other numbers are inactive results; [ ] = another dose, or the depositor's remark. Unless noted, calls follow the shape of the dose curve; as a rule, active = well fitted curve in the direction sought with a large enough effect; inconclusive = small, poorly fitted or top-dose-only effect, or another doubt; inactive = no such curve, though single readings can be large; an effect the other way counts as inactive or inconclusive. Unless noted, % is scaled to controls: 0 for no effect and ±100 for the full control effect.

COc1ccc(C(=O)N2CCCC(n3cc(-c4nc(C5CC5)no4)nn3)C2)cc1OC (configuration not stated) was read as IP6K1 inh 0, HEK293 tox 3%, SNCA viab count 0%, 3T3 cytotox -19%, FLuc inh 18%, SNCA expr inhib -14% and GPT2 inhibitor inactive.
For COc1ccc(NC(=O)c2ccc3c(c2)N(S(C)(=O)=O)CC3)cc1Cl the results were IP6K1 inh -1, HEK293 tox inconclusive, SNCA viab count -2%, 3T3 cytotox -23%, FLuc inh 1µM*, SNCA expr inhib inconclusive and GPT2 inhibitor inconclusive.
Screening COCC(=O)N1C[C@@H]2C[C@H]1C(=O)N(CC1CC1)c1ccccc1O2 returned IP6K1 inh 10, HEK293 tox inactive, SNCA viab count 5%[87.6 µM], 3T3 cytotox inactive, FLuc inh -1%[172 µM], SNCA expr inhib 8%[87.6 µM] and GPT2 inhibitor -3%[88.5 µM].
`CC(=O)N1CCC(c2ncc(C)n2Cc2ccccc2)C1` (configuration not stated) gave IP6K1 inh -8, HEK293 tox -16%, SNCA viab count 5%, 3T3 cytotox -21%, FLuc inh -10%, SNCA expr inhib 20% and GPT2 inhibitor inconclusive.
CC(=O)c1ccc(N2CCN(c3ncnc4c3c(-c3ccccc3)cn4-c3cccc(C)c3)CC2)cc1 was read as IP6K1 inh -4, SNCA viab count 7% and SNCA expr inhib -1%.
`Cc1ccc(C(=O)N2CCC(C(=O)N3CCC(N4Cc5cccn5C4=O)CC3)CC2)cc1` gave IP6K1 inh 1, HEK293 tox -14%, SNCA viab count 8%, 3T3 cytotox -17%, SNCA expr inhib -9% and GPT2 inhibitor inactive.
`CC(=O)Nc1cccc(C(=O)Nc2cccc(-c3nnc4n3CCCC4)c2)c1` gave IP6K1 inh 16, HEK293 tox -1%, SNCA viab count 11%, 3T3 cytotox inconclusive, FLuc inh -23%, SNCA expr inhib inconclusive and GPT2 inhibitor inactive.
For O=C(COC(=O)C(Cc1c[nH]c2ccccc12)NC(=O)c1ccc(Cl)cc1)c1ccc(Cl)cc1 (configuration not stated) the results were IP6K1 inh 6, SNCA viab count 1% and SNCA expr inhib inconclusive.
`CC1CCC(NC(=O)c2ccc(CS(=O)(=O)c3c(Cl)cccc3Cl)o2)CC1` (configuration not stated) gave IP6K1 inh 15, SNCA viab count inconclusive and SNCA expr inhib 3%.
FC(F)(F)c1ccc2nc([C@H]3CCN(C4CCCCC4)C3)[nH]c2c1 was read as IP6K1 inh 7, HEK293 tox inconclusive, SNCA viab count -22%[87.6 µM], 3T3 cytotox 89µM*, FLuc inh 56µM*, SNCA expr inhib 48%[activator][87.6 µM] and GPT2 inhibitor inactive.
For O=C(Nc1ccc(Cl)cc1)c1cc2c(-c3ccccc3)nn(-c3ccccc3)c2s1 the results were IP6K1 inh 27, SNCA viab count -11% and SNCA expr inhib 11%.
For O=C(Nc1ccc([C@@H](O)[C@H]2COCC(=O)N2Cc2ccccn2)cc1)c1ccc(F)c(Cl)c1 the results were IP6K1 inh 7, HEK293 tox inconclusive, SNCA viab count -13%, 3T3 cytotox -15%, FLuc inh -12%, SNCA expr inhib -22% and GPT2 inhibitor 4%.

4 successive compounds from above, for reference:
`CC1CCC(NC(=O)c2ccc(CS(=O)(=O)c3c(Cl)cccc3Cl)o2)CC1` (configuration not stated) gave IP6K1 inh 15, SNCA viab count inconclusive and SNCA expr inhib 3%.
FC(F)(F)c1ccc2nc([C@H]3CCN(C4CCCCC4)C3)[nH]c2c1 was read as IP6K1 inh 7, HEK293 tox inconclusive, SNCA viab count -22%[87.6 µM], 3T3 cytotox 89µM*, FLuc inh 56µM*, SNCA expr inhib 48%[activator][87.6 µM] and GPT2 inhibitor inactive.
For O=C(Nc1ccc(Cl)cc1)c1cc2c(-c3ccccc3)nn(-c3ccccc3)c2s1 the results were IP6K1 inh 27, SNCA viab count -11% and SNCA expr inhib 11%.
For O=C(Nc1ccc([C@@H](O)[C@H]2COCC(=O)N2Cc2ccccn2)cc1)c1ccc(F)c(Cl)c1 the results were IP6K1 inh 7, HEK293 tox inconclusive, SNCA viab count -13%, 3T3 cytotox -15%, FLuc inh -12%, SNCA expr inhib -22% and GPT2 inhibitor 4%.

(continued)
O=C(NCc1ccc(C(F)(F)F)cc1)c1cc(Br)cn2ccnc12 was read as IP6K1 inh -3, HEK293 tox inconclusive, SNCA viab count inconclusive, 3T3 cytotox -22%, FLuc inh 1%, SNCA expr inhib 11% and GPT2 inhibitor 0%.
O=C(Cn1ncc2ccsc2c1=O)N1CCN(c2ccc(F)cc2)CC1 was read as IP6K1 inh 0, SNCA viab count -14% and SNCA expr inhib -10%.
`O=C(N1CCC(N[S+](=O)([O-])c2cccnc2)CC1)N1CC2CC(C1)[C@H]1CCCC(=O)N1C2` (some centres not stated) gave IP6K1 inh 11, HEK293 tox -3%, SNCA viab count 8%, 3T3 cytotox inactive, FLuc inh -3%, SNCA expr inhib -17% and GPT2 inhibitor inactive.
O=C(O)CCc1conc1-c1ccccc1F was read as IP6K1 inh 7, HEK293 tox 3%, SNCA viab count -6%, 3T3 cytotox -4%, FLuc inh -13%, SNCA expr inhib -10% and GPT2 inhibitor inactive.
Screening O=C(CCc1cc2n(n1)CCCNC2)N1CCCC1c1nc2ccccc2[nH]1 (configuration not stated) returned IP6K1 inh 8, HEK293 tox -13%, SNCA viab count -5%, 3T3 cytotox inactive, FLuc inh -2%, SNCA expr inhib -12% and GPT2 inhibitor -9%.
For CCc1nc2c(c(-c3ccc(OC)cc3)n1)CCN(Cc1ccc(F)cc1)CC2 the results were IP6K1 inh -3, HEK293 tox inconclusive, SNCA viab count -2%, 3T3 cytotox -7%, SNCA expr inhib -17% and GPT2 inhibitor inconclusive.
`COc1cccc(CNC(=O)c2cc(-c3ccsc3)c3nncn3n2)c1` gave IP6K1 inh -5, HEK293 tox inconclusive, SNCA viab count 0%, 3T3 cytotox inconclusive, SNCA expr inhib 13% and GPT2 inhibitor -6%.
For CC(=O)N1CCC(C2CCN(Cc3ccccc3C#N)C2)CC1 (configuration not stated) the results were IP6K1 inh 18, HEK293 tox -24%, SNCA viab count -5%[12.5 µM], 3T3 cytotox -16%, FLuc inh -6%, SNCA expr inhib 5% and GPT2 inhibitor inactive.
Screening CCc1ccc(CNC(=O)c2cc3c(s2)-c2ccccc2OC3)cc1 returned IP6K1 inh 1, SNCA viab count 10% and SNCA expr inhib 28%.
O=C(NCc1ccccc1)c1ccc2c(c1)N(Cc1ccccc1)C(=O)c1ccccc1S2(=O)=O was read as IP6K1 inh 10, SNCA viab count -3% and SNCA expr inhib 11%.
For Cc1nc2ccn(Cc3ccccc3)c(=O)c2cc1C(=O)Nc1ccc(F)cc1Cl the results were IP6K1 inh -15, SNCA viab count 12% and SNCA expr inhib 10%.
Cc1ccc(CN2C(=O)C(O)(CC(=O)c3ccc(C)cc3)c3ccccc32)cc1 (configuration not stated) was read as IP6K1 inh -7, SNCA viab count 2% and SNCA expr inhib -1%.
Screening CCC(C)OC(=O)/C(C#N)=C/c1ccc(-c2ccc(Br)cc2)o1 (configuration not stated) returned IP6K1 inh 3, SNCA viab count -9% and SNCA expr inhib 11%.
For COc1ccccc1-c1c(C)nn2c(N3CCN(c4ccccc4)CC3)cc(C)nc12 the results were IP6K1 inh -5, SNCA viab count 1% and SNCA expr inhib 27%.
Cc1ccc(CN(C(=O)c2ccccc2)c2ccccn2)o1 was read as IP6K1 inh 17, SNCA viab count 0% and SNCA expr inhib 12%.
Screening Cc1ccc(CCNC(=O)CCSCc2ccccc2Cl)cc1 returned IP6K1 inh -11, SNCA viab count -1% and SNCA expr inhib 12%.
`COc1cccc(CNC(=O)Cn2c(N(C)Cc3ccccc3)nc(C)cc2=O)c1OC` gave IP6K1 inh -8, HEK293 tox inconclusive, SNCA viab count -7%, 3T3 cytotox inconclusive, FLuc inh 7%, SNCA expr inhib -15% and GPT2 inhibitor inactive.
For CCOc1cc(C(=O)Nc2ccc(-c3nc4ncccc4o3)cc2C)cc(OCC)c1OCC the results were IP6K1 inh -26*, SNCA viab count 5% and SNCA expr inhib -20%.
`Cc1cc(C)c(NC(=O)c2ncoc2-c2ccco2)c(C)c1` gave IP6K1 inh 11, SNCA viab count 7% and SNCA expr inhib -7%.
Screening CN(CC1CCOCC1)C(=O)Nc1ccc(F)c(Cl)c1 returned IP6K1 inh 14, HEK293 tox 9%, SNCA viab count -4%, 3T3 cytotox -4%, FLuc inh -7%, SNCA expr inhib -8% and GPT2 inhibitor inactive.
`COc1cccc(-c2cn3c(n2)N(C(=O)Cc2ccsc2)CCC3)c1` gave IP6K1 inh 4, HEK293 tox inconclusive, SNCA viab count 1%, 3T3 cytotox -26%, FLuc inh -19%, SNCA expr inhib 37%[activator] and GPT2 inhibitor -10%.
Screening COc1ccc(Cc2nc3nccc(-c4ccncc4)n3n2)cc1 returned IP6K1 inh 4, HEK293 tox -2%, SNCA viab count 12%, 3T3 cytotox -18%, FLuc inh -7%, SNCA expr inhib 32%[activator] and GPT2 inhibitor inactive.
`COc1cccc(CNC(=O)Nc2cc(C(=O)NCc3cccc(F)c3)ccc2N2CCCC2)c1` gave IP6K1 inh -26*, SNCA viab count inconclusive and SNCA expr inhib 7%.
For Cc1oc(-c2ccc(C(=O)Nc3cc(F)ccc3F)cc2)nc1COc1ccccc1 the results were IP6K1 inh -7, SNCA viab count 9% and SNCA expr inhib 7%.
For COc1ncccc1-c1cnc2n[nH]c(-c3ccccc3C)c2n1 the results were IP6K1 inh 5, HEK293 tox inconclusive, SNCA viab count -1%[87.6 µM], 3T3 cytotox inconclusive, FLuc inh -15%[172 µM], SNCA expr inhib inconclusive and GPT2 inhibitor inactive.
`CCn1nc(CC(C)C)cc1C(=O)NCC1CCCN(Cc2ccco2)C1` (configuration not stated) gave IP6K1 inh 12, HEK293 tox -17%, SNCA viab count 1%, 3T3 cytotox inconclusive, FLuc inh 3%, SNCA expr inhib 4% and GPT2 inhibitor inactive.

Source: PubChem BioAssay (National Center for Advancing Translational Sciences (NCATS))
